ADAM17 inh = inhibitors of human ADAM17; recombinant ADAM17, EDANS/DABCYL FRET peptide cleavage; inhibition, % at 6.95 µM; 370,000 tested, 0.83% active; AID 720648;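 active means inhibition above the mean of compounds lying between control limits plus 3 SD, set per campaign, cut at about 8.5% in these data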;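 further: 0% = DMSO-only wells as the low control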
UHRF1 MBD2 ctr = blocks human UHRF1 binding to methylated DNA. UHRF1 binding to methylated oligo, TR-FRET. inhibition, % at 4.4 µM. 370,000 tested, 0.75% active. AID 687016; in the data active means inhibition above about 21%;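 further: UHRF1 SRA domain binding a hemimethylated CpG hairpin DNA probe; 0% = median of test compound wells and 100% = reference inhibitor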
PLCg1 inh = PLC-gamma1 (human) inhibition, primary screen | purified PLC-gamma1, fluorogenic substrate, fluorescence | inhibition, % at 12.2 µM | 370,000 tested, 0.84% active | AID 720700; in the data active means inhibition above about 9.5%
DDE Tn7 FP inh = DD(E)-Tn7 binding inhibition, primary FP screen; P02675; FP displacement of FITC-Tn7 peptide from fibrin DD(E); 0% = median of compound wells per plate; inhibition, % at 8.3 µM; 370,000 tested, 0.13% active;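 active means inhibition above the mean of compounds falling within the control limits plus 3 SD of them, cut at about 14% in these data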;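 further: 0% = plate median of compound wells and 100% = 10 µM Aha-Tn7 peptide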
Target sequence (P02675 whole entry, looked up): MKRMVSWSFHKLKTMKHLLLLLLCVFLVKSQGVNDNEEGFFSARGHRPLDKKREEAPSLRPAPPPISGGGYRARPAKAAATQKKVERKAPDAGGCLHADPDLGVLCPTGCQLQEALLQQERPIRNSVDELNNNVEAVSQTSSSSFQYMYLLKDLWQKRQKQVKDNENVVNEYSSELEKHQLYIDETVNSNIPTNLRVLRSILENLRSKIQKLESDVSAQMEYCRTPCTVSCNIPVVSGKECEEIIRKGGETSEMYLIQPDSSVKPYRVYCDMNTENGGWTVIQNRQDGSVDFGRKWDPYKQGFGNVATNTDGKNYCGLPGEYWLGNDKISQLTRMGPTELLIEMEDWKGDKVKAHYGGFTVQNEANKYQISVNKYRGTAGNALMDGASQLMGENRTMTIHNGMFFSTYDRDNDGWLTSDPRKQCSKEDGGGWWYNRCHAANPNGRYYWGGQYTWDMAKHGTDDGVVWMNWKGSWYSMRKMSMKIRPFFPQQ
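Also added: labelled Tn7 tracer, 0.1 µM; Assay system: human fibrin DD(E) protein; Amount: 2 µM fibrin DD(E); Schedule: 10 min compound pre-incubation, 3 h probe incubation at room temperature; Repeats: one replicate per compound; Read-out basis: percent inhibition; Measured by: fluorescence polarization of the labelled Tn7 tracer.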
MBD2 DNA inh = MBD2-methylated oligo binding inhibition; 370,000 tested, 0.31% active; TR-FRET, MBD2 binding to methylated oligonucleotide; Q9UBB5; inhibition, % at 4.4 µM; in the data active means inhibition above about 13%
PLC-beta3 inh = inhibitors of human phospholipase C beta3; Purified PLC-beta3, fluorogenic substrate, fluorescence; inhibition, % at 12.2 µM; 370,000 tested, 0.18% active; AID 720704; in the data active means inhibition above about 11%;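 further: 0% = median of compound wells on plate and 100% = full blocker control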
DDE Tn6 FP inh = DD(E)-Tn6 binding inhibition, primary FP screen | P02675 | Fibrin DD(E) TRITC-Tn6 fluorescence polarization displacement | inhibition, % at 8.3 µM | 370,000 tested, 0.21% active | AID 720509;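 active means inhibition above a per-campaign cutoff: mean of compounds within control limits plus 3 SD, cut at about 15% in these data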;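 further: 0% = median of all compound wells on the plate and 100% = blocking peptide control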
proKLK7 act = proKLK7 (human) activation, primary screen; purified proKLK7, EDANS-DABCYL substrate fluorescence; 100% is mature enzyme control, 0% vehicle; activation, % at 7 µM; 370,000 tested, 0.9% active; AID 652039;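 active means activation above the mean of all tested compounds plus 3 SD, computed per campaign excluding outliers beyond control limits, cut at about 13% in these data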
ASAP1 inh = ASAP1 ArfGAP inhibition | Q9ULH1 | ASAP1-stimulated ARF1 GTP hydrolysis, GDP FP detection | inhibition, % at 16.5 µM | 360,000 tested, 0.19% active | AID 624377; in the data active means inhibition above about 25%;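 further: 0% = vehicle with enzyme and substrate and 100% = no enzyme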
Target sequence (Q9ULH1 325-724 limits assumed): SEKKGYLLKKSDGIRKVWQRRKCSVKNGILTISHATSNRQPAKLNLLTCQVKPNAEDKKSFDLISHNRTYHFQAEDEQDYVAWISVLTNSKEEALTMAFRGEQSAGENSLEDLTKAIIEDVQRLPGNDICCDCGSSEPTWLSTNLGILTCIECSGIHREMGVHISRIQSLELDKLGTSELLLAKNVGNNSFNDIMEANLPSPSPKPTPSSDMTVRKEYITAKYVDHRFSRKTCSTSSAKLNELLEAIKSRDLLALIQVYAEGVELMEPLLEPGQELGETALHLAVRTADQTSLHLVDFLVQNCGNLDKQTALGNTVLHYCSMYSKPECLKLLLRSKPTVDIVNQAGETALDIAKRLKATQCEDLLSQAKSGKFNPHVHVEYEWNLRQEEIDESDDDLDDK
ARFGAP1 inh = rat ARFGAP1 inhibition. Q62848. Arfgap1-stimulated ARF1 GTP hydrolysis, GDP FP detection. inhibition, % at 16.5 µM. 360,000 tested, 0.26% active. AID 651572;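 active means inhibition above a per-plate limit, mean inhibition of low control wells plus 3 SD, cut at about 25% in these data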;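 further: 0% = DMSO wells with enzyme and 100% = wells lacking Arfgap1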
Target sequence (Q62848 1-136 limits assumed): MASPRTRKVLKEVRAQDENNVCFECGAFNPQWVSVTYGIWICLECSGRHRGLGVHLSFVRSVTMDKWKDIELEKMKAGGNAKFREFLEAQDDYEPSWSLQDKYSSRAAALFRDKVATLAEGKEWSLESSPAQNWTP
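Material: truncated rat Arfgap1 GAP domain; Incubation: compound-enzyme preincubation 20 min, reaction 120 min, detection 60 min, 25 °C; Read-out: percent inhibition of Arfgap1-stimulated GTP hydrolysis; Technique: FP, GDP Alexa 633 tracer displaced from anti-GDP antibody, 620/688 nm; Controls: No-Arfgap1 wells (100%) versus DMSO full-reaction wells (0%); Replication: single well per compound.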
* hit, by the source's call; nt = no result given.

ADAM17 inh	UHRF1 MBD2 ctr	PLCg1 inh	DDE Tn7 FP inh	MBD2 DNA inh	PLC-beta3 inh	molecule	DDE Tn6 FP inh	proKLK7 act	ASAP1 inh	ARFGAP1 inh
-0.7	-3.9	-0.7	-1.2	-4.7	2.4	N/C(=N\N=C\c1ccco1)SC1CC(=O)N(c2ccc(C(=O)O)cc2)C1=O (stereo not given)	0.1	-0.1	-4.8	-10.8
-5.4	-2.3	-0.2	2.8	-6.6	2.4	NC(=O)c1ccc(NS(=O)(=O)c2ccc(S(=O)(=O)N3CCCC3)cc2)cc1	7.4	0.5	-5.0	-2.7
-1.8	-3.0	-0.5	6.9	4.8	-2.5	COc1ccc(C=O)cc1CN1CCCN(Cc2ccccc2F)S1(=O)=O	0.9	-0.6	7.0	-7.0
-1.4	-1.0	4.0	1.0	-2.6	-4.4	C/C=C/c1ccc(OCC(=O)Nc2cc(OC)c(OC)c(OC)c2)c(OC)c1	-0.1	-0.1	-0.1	-1.7
-0.6	-1.2	1.5	4.0	0.6	-6.7	NS(=O)(=O)c1ccc(CCNC(=O)CN2CCN(Cc3cccc(C(F)(F)F)c3)CC2)cc1	0.2	0.3	-14.9	2.1
-4.8	-1.3	-3.5	3.4	-6.9	-4.3	Cc1ccc(OCCSc2nc3ccccc3n2CC(=O)O)c(C(C)C)c1	1.8	0.0	-8.4	-1.6
2.5	2.5	2.5	-4.3	-2.4	-4.2	Cc1ccc(N2C(=O)N(CC(=O)N3c4ccccc4CC3C)C(=O)C2C)cc1 (stereo not given)	-0.1	-0.1	8.0	14.8
1.3	0.3	1.9	-8.8	1.6	-1.2	Cc1ccc(NC(=O)CSc2nc3c(c(=O)[nH]2)CN(Cc2ccc(F)cc2)CC3)cc1C	9.2	0.0	7.3	14.9
2.8	1.0	2.0	8.5	-7.5	0.5	CCCCOCC1CN(CCCC)S(=O)(=O)c2c(cccc2N2CCCCC2)O1 (stereo not given)	1.4	0.7	8.4	-6.1
-3.5	-3.1	-8.3	3.0	-0.1	-10.8	O=C(N/N=C/c1ccc(N2CCOCC2)o1)c1cccc(F)c1	-2.6	0.2	1.3	10.0
-1.5	-2.0	2.0	2.9	-2.4	-8.2	Cc1cc(=O)n2nc(N3CCCC(C(=O)NCc4cccc(Br)c4)C3)sc2n1 (stereo not given)	-4.0	0.9	10.6	7.2
-8.2	3.1	3.6	-0.6	4.4	-8.2	NS(=O)(=O)c1cccc(NC(=O)c2cncc(Br)c2)c1	-1.6	0.4	12.3	-1.6
-0.9	5.1	3.5	-1.9	4.0	3.9	O=C1CN(C(=O)COC(=O)c2oc3ccccc3c2COc2ccccc2)c2ccccc2N1	-0.3	0.2	9.9	10.8
-4.5	5.9	-1.7	-4.0	5.2	1.7	CS(=O)(=O)N1CCC(C(=O)NCc2ccncc2)CC1	-5.7	0.1	6.4	7.0
1.7	-4.2	-1.9	-3.8	-2.2	-1.4	Cc1ccc(C(=O)CSc2nnc(CNc3ccc(C)cc3C)o2)cc1	-0.6	0.1	7.7	12.0
-0.1	0.6	-1.8	-3.3	-2.6	3.8	CCCCNC(=O)CNC(=S)N(Cc1ccccc1)Cc1cccnc1	1.0	0.0	15.5	1.6

Shown field by field: part of the list above
CCCCOCC1CN(CCCC)S(=O)(=O)c2c(cccc2N2CCCCC2)O1 (stereo not given)
  ADAM17 inh = 2.8
  UHRF1 MBD2 ctr = 1.0
  PLCg1 inh = 2.0
  DDE Tn7 FP inh = 8.5
  MBD2 DNA inh = -7.5
  PLC-beta3 inh = 0.5
  DDE Tn6 FP inh = 1.4
  proKLK7 act = 0.7
  ASAP1 inh = 8.4
  ARFGAP1 inh = -6.1

O=C(N/N=C/c1ccc(N2CCOCC2)o1)c1cccc(F)c1
  ADAM17 inh = -3.5
  UHRF1 MBD2 ctr = -3.1
  PLCg1 inh = -8.3
  DDE Tn7 FP inh = 3.0
  MBD2 DNA inh = -0.1
  PLC-beta3 inh = -10.8
  DDE Tn6 FP inh = -2.6
  proKLK7 act = 0.2
  ASAP1 inh = 1.3
  ARFGAP1 inh = 10.0

(cont.)
ADAM17 inh	UHRF1 MBD2 ctr	PLCg1 inh	DDE Tn7 FP inh	MBD2 DNA inh	PLC-beta3 inh	molecule	DDE Tn6 FP inh	proKLK7 act	ASAP1 inh	ARFGAP1 inh
-1.7	0.1	0.7	0.9	0.2	-4.9	COc1ccc(C(=O)OCc2c(C)noc2C)cc1	10.0	0.3	-5.6	6.0
5.1	0.2	1.1	2.2	-1.1	1.8	CC(=O)N1CCc2cc(Br)c(S(=O)(=O)CCC(=O)N3CCN(c4ccccn4)CC3)cc21	5.8	0.1	nt	nt
-4.4	0.2	-2.0	-3.1	2.1	-0.7	O=C(Cn1c(NCCO)nc2ccccc21)c1ccc(Cl)cc1	-3.8	-0.2	5.0	9.4
-3.6	9.4	-5.7	-6.5	-2.4	-11.0	Cc1cc(Br)cn2c(Cc3ccccc3C(F)(F)F)c(-c3ccc(C#N)cc3)nc12	-1.1	-0.1	-9.4	-8.2
0.5	-0.5	0.6	5.7	-5.2	2.2	CS(=O)(=O)N1CCCC(C(=O)NCc2ccccc2Cl)C1 (stereo not given)	-1.9	0.0	11.2	6.8
-4.5	0.5	-8.3	-1.6	5.0	-11.6	CCOC(=O)CCCCC(=O)c1[nH]c(=O)[nH]c1CSc1nc(C)cc(=O)[nH]1	-0.9	0.8	6.8	5.4
-2.9	-5.2	-30.4	-4.2	-4.5	-27.8	COc1ccc2c(c1)c1nc3ccccc3nc1n2Cc1ccc(OC)c(OC)c1	-8.9	-6.2	0.8	-1.2
-1.3	-1.8	-0.1	-2.9	-3.1	1.4	O=C(CNC(=O)c1cccs1)OCC(=O)c1ccccc1	2.3	0.2	3.8	-2.6
6.2	-0.7	7.7	4.8	0.8	12.3*	C=CCN1C(=O)/C(=C/N(C)C)S/C1=N\S(=O)(=O)c1cccs1	8.6	0.0	-4.9	9.3
-3.9	-0.2	-1.1	10.7	-0.4	2.5	COC(=O)c1ccc(C2C(Oc3ccccc3)C(=O)N2CCc2ccc(F)cc2)cc1 (stereo not given)	-1.6	-0.1	-0.2	-7.6
-2.3	3.6	-4.3	3.6	-0.2	-12.1	COc1ccc(OCc2cc(C(=O)NCC(C)Oc3cccnc3)no2)c(Cl)c1 (stereo not given)	4.5	0.5	-17.8	-3.1
-1.4	-0.1	-1.0	0.9	-0.7	-2.0	CC1(C(=O)NS(=O)(=O)c2ccc(Br)cc2)CCN1C(=O)c1cccc(F)c1 (stereo not given)	0.6	-0.5	8.7	-6.4
-3.0	1.0	-2.3	-1.9	2.4	-3.3	COc1cc(C=O)ccc1OCC(=O)Nc1ccc2c(c1)OCO2	-3.1	0.1	-12.8	4.3
-39.9	0.9	-348.7	-2.2	-6.6	-381.2	CCOc1ccc2c(C)cc(=O)oc2c1OCC	1.9	8.4	-7.4	-13.8
0.9	-0.5	-0.2	-0.1	-1.0	-3.7	Cc1ccc(C)c(NS(=O)(=O)c2cc(C(=O)NCc3ccccn3)ccc2C)c1	4.5	0.3	-1.4	8.5
3.9	2.8	-0.5	1.6	2.8	6.1	COc1ccc(C(=S)NC2CCCCC2)cc1	3.1	-0.6	-14.7	3.3
1.9	-0.7	-0.1	-6.7	0.3	5.5	CCOc1ccc(Cn2nnc(C(=O)NCc3ccc(OC)cc3)c2N)cc1	4.4	0.7	-4.3	-0.8
-2.1	3.1	2.5	5.9	-1.6	0.8	COCCNC(=O)Cn1c(=O)n(CCCCCC(=O)Nc2ccccc2)c(=O)c2sccc21	-3.7	-1.0	-2.9	-7.7
-2.5	-1.2	0.6	7.6	-1.8	3.5	CC(C)(CCl)C(=O)Nc1ccc(OC(F)(F)F)cc1	2.1	-0.4	-3.4	1.6
4.8	-1.3	6.2	4.2	-4.5	6.1	CC/C=C/C(=O)N1CC2(CC(c3cccc(NC(=O)COc4ccc(Cl)cc4)c3)=NO2)C[C@H]1C(N)=O (stereo not given in full)	-2.8	2.1	8.8	11.6
-1.5	-1.7	0.4	3.2	3.2	-5.9	COc1cccc(CNC(=O)c2cccnc2Sc2ccccc2)c1	-1.2	-0.1	14.6	-4.9
-38.1	-2.4	-6.5	1.1	1.9	-1.3	Cc1cc(=O)oc2cc(OC(C)C(=O)NCC3CCC(C(=O)O)CC3)ccc12 (stereo not given)	2.6	-0.2	1.6	4.7
-6.5	-0.1	-1.2	10.1	0.1	-3.1	O=C(NCc1cccs1)C1CCCN1C(=O)Nc1ccccc1 (stereo not given)	3.2	-0.7	-3.7	-5.6
-4.3	2.7	-3.6	4.1	3.8	-1.0	CC(C)CCC(CC(C)O)c1n[nH]c(=S)n1-c1ccccc1 (stereo not given)	8.1	0.4	-7.7	8.1
-0.7	-1.7	3.2	-2.9	3.7	-2.7	COc1ccccc1-n1cnnc1SCC(=O)Nc1cccnc1Cl	2.1	0.1	5.0	5.6
-2.5	-0.3	1.8	-7.1	-0.1	2.7	CCC1(C(=O)OC)NC(c2ccccc2OC)C2C(=O)N(C)C(=O)C21 (stereo not given)	0.9	0.3	-6.7	10.3
-2.5	0.4	-0.7	-3.8	2.1	-1.1	O=C1C=CC(=O)N1CCCCCCN1C(=O)C=CC1=O	-0.7	-0.3	0.2	2.8
-2.0	1.0	2.0	-0.9	3.0	0.0	Nn1c(SCc2cccc3ccccc23)nnc1-c1cc(-c2ccc(Cl)cc2)n[nH]1	4.6	0.1	nt	nt
-6.3	0.8	-1.3	1.7	2.1	0.0	COCCn1c(=S)[nH]c2cc(C(=O)NC3CCCCC3C)ccc2c1=O (stereo not given)	-1.9	-0.2	12.2	-1.1
-24.3	1.9	-8.5	-6.9	0.1	-17.0	CCN(CC)CCN=c1c(C)nc(C#N)c(N)n1O	-2.9	2.0	-5.5	-2.3
-1.8	-0.9	0.4	-2.0	0.8	-5.3	CSc1nsc(SCC(=O)Nc2nncs2)n1	7.3	0.0	10.7	-9.1
0.3	0.1	-1.9	2.8	-0.3	-7.2	CCN(CC)C(=O)c1ccc2c(=O)n(Cc3cccc(Br)c3)c(=S)[nH]c2c1	-2.5	0.6	-5.5	9.2
4.5	0.5	1.5	1.2	-5.5	2.2	Cc1cc(SCC(=O)NCC(c2cccs2)N2CCOCC2)c(C)cc1Br (stereo not given)	12.7	0.6	19.9	-1.8
0.2	-1.2	-0.2	-1.5	0.2	-5.4	CCOC(=O)c1sc2c(c1C)c(=O)n(Cc1ccccc1)c(=O)n2CCN(C)C	-7.2	-0.5	4.4	8.1
-1.1	1.0	-1.8	9.0	-2.1	1.1	CCOC(=O)C1CCCN(S(=O)(=O)NC[C@H]2O[C@@H](n3cnc4c(N)ncnc43)[C@H](O)[C@@H]2O)C1 (stereo not given in full)	10.5	0.6	14.2	-3.6
1.8	-3.5	-2.9	6.2	1.8	-6.3	O=C(Nc1ccn(Cc2ccccc2F)n1)c1ccc(COc2ccc(Cl)cc2Cl)o1	-1.9	-0.1	3.7	-4.3

Screening data from PubChem BioAssay.
